Screening data: PubChem, Sanford-Burnham Center for Chemical Genomics
NRP1-CendR mod: modulators of CendR peptide binding to human neuropilin-1; FAM-RPARPAR peptide binding to NRP-1, fluorescence polarization; inhibition, % at 25 µM; 0.85% of 360,000 active; AID 602438;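 active means inhibition or corrected inhibition above about 18%, plus a signal ratio from 0.5 to 1.5, limit read from the data, passing the limit was not always enough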; further: strong numbers were not always called active
Target sequence (O14786 whole entry, looked up): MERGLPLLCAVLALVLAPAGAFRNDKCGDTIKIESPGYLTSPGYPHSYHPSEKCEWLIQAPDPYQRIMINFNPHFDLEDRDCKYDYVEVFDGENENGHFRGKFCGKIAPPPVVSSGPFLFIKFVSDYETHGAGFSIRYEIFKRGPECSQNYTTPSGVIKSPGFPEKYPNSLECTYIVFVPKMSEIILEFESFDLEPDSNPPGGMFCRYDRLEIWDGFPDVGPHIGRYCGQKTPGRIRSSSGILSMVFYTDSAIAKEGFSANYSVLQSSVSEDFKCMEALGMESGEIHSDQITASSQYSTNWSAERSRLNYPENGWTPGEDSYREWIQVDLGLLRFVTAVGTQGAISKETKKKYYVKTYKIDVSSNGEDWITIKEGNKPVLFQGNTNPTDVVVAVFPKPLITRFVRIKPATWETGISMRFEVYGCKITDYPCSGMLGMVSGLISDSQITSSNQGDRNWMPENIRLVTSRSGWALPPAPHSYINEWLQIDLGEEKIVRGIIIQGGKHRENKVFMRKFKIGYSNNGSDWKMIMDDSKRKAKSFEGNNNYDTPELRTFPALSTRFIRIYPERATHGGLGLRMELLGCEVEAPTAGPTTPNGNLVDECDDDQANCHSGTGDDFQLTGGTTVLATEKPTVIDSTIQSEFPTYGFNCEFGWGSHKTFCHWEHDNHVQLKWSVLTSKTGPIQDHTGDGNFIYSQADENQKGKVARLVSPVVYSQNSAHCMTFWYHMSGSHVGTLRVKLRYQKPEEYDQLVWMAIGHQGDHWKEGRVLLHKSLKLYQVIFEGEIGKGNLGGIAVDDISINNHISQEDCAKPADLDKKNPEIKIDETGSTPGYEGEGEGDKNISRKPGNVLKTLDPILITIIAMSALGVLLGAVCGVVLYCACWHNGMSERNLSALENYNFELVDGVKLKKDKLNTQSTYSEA
NadD block: blocks S. aureus nicotinate mononucleotide adenylyltransferase | purified NadD enzyme, colorimetric absorbance read-out | AID 602399 | inhibition, % at 20 µM | 0.78% of 360,000 active; in the data active means inhibition above about 26%; further: some compounds past the cut are filed as inactive
MT1-MMP act inh: MT1-MMP (human) activation inhibition. HT1080 RFP-PRO-GFP cells, GFP/RFP ratio fluorescence, overnight; percent of plate control window, DMSO zero. P50281. GFP/RFP ratio change, % at 20 µM. 0.061% of 360,000 active;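 active means GFP/RFP ratio change of at least 30% with cell ATP level not reduced by more than half and red fluorescence within 50% of control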; further: strong numbers were not always called active
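Read-out: GFP/RFP fluorescence ratio; Test system: RFP-PRO-GFP reporter HT1080 cells; Compound dosing: single-point 20 µM compound, 1% DMSO; Times: overnight compound exposure at 37 °C.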
Scp1 inh: blocks human Scp-1 phosphatase activity | Q9GZU7 | Recombinant Scp1, phosphopeptide, malachite green phosphate absorbance | inhibition, % at 20 µM | AID 493091 | 0.88% of 340,000 active;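 active means inhibition above about 50% at 20 µM, limit read from the data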;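 further: plate controls were DMSO wells with enzyme for no effect and wells lacking enzyme for full effect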
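Test system – truncated SCP-1 phosphatase (76-261aa) · Reagent – Phosphorylated 17-residue peptide substrate · Incubation – 45 min room-temperature reaction, 5 min colour, 30 min stabiliser · Detection – colorimetric phosphate reagent with accelerator and stabiliser, absorbance at 630 nm · Measure – % inhibition at 20 µM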
STEP inh: blocks human striatal-enriched tyrosine phosphatase. P54829. recombinant STEP, OMFP fluorogenic substrate, fluorescence. inhibition, % at 20 µM. 0.25% of 360,000 active. AID 588621;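 active means inhibition at 20 µM, scaled per plate between control wells, above about 37%, limit read from the data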;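 further: 0% = DMSO with enzyme and substrate and 100% = substrate only without enzyme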
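Measure: Control-normalized % inhibition with plate pattern correction | Test system: STEP phosphatase, cell-free reaction | Medium: pH 6.0 Bis-Tris with DTT and Tween 20 | Technique: Fluorescence, 480/540 nm | Times: Reaction 20 min, ambient temperature | Doses: Single compound dose of 20 µM, 1% DMSO final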
DNMT1 inh: inhibitors of human DNMT1; P26358; inhibition (reported as % activation of signal), % at 10 µM; AID 588458; 0.83% of 360,000 active; DNMT1 molecular beacon, Hinp1I cleavage, fluorescence; in the data active means inhibition above about 50%
SKN-1 block: blocks SKN-1 activity in C. elegans; 0.49% of 360,000 active; inhibition, % at 21.8 µM; AID 624304; C. elegans VP596 Pgst-4::GFP/RFP ratio, acrylamide-induced, 24 h;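 active means interference check ratio from 0.5 to 1.5 plus GFP to RFP signal ratio inhibition reaching or exceeding a fixed threshold, cut at about 30% in these data, passing the limit was not always enough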; further: some compounds called inactive have numbers as strong as hits
Rpn11 block: blocks the human proteasome subunit Rpn11; O00487; human 26S proteasome, Ub4-pepOG fluorescence polarization; 20S core pre-blocked with epoxomicin; calls only at 20 µM; 0.59% of 360,000 active; AID 588493;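 active means inhibition at 20 µM, scaled to each plate's controls, above about 33%, limit read from the data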
SUMO1-SIM PPI: modulators of human SUMO1-mediated protein-protein interactions; P63165; SUMO1 binding to a labelled peptide, TR-FRET, 1 h; inhibition, % at 20 µM; 0.33% of 360,000 active; in the data active means inhibition above about 37%
Target sequence (P63165 whole entry, looked up): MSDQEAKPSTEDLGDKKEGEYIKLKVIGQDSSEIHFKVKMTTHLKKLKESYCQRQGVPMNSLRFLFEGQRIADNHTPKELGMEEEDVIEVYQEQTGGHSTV
LMPTP inh: blocks human LMPTP phosphatase; P24666; recombinant LMPTP-A, OMFP fluorogenic substrate, fluorescence intensity; inhibition, % at 20 µM; 0.22% of 360,000 active;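 active means compounds that cut the enzyme signal by at least half of the control window in the single-dose screen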;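 further: plate controls were DMSO wells with enzyme plus substrate for no effect and substrate without enzyme for full effect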
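Assay system: LMPTP-A phosphatase enzyme | Input: 0.625 nM enzyme | Also added: Fluorogenic phosphatase substrate OMFP at 400 µM final | Compound dosing: One test concentration per compound, 20 µM, with 3% DMSO overall | Schedule: 50 min enzyme reaction at room temperature, protected from light | Signal: Fluorescence intensity | Benchmarks: no-enzyme and uninhibited controls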
An asterisk follows results filed as active; i = inactive; . = not tested or not shown.

mol	NRP1-CendR mod	NadD block	MT1-MMP act inh	Scp1 inh	STEP inh	DNMT1 inh	SKN-1 block	Rpn11 block	SUMO1-SIM PPI	LMPTP inh
O=C(Nc1nc2ccsc2c(=O)s1)c1ccc(Cl)cc1	-7	6	0	103*	96*	24	12	i	-31	54*
CN(C)CCCN(Cc1ccccc1)C(=S)Nc1ccc(F)c(Cl)c1	-3	-6	-5	3	2	1	-15	i	-2	-2.4
O=C(Nc1cccc(S(=O)(=O)N2CCOCC2)c1)C1CCN(S(=O)(=O)c2ccccc2)CC1	-10	1	-9	-10	-1	3	-12	i	6	-1.2
CCOC(=O)N1CCC(c2nc(C)sc2C(=O)O)CC1	-2	3	8	0	-2	2	6	i	-2	-2.4
COc1ccc(S(=O)(=O)N2CCOCC2)cc1C(=O)Nc1ccon1	15	1	1	-7	0	3	-15	i	12	-0.7
Brc1ccc(CNc2ccc3ncccc3c2)cc1	6	-7	-3	-4	2	-17	22	i	-8	14
Cc1cc(C(=O)CN2C(=O)C(=O)N(Cc3ccccc3)C2=O)c(C)n1-c1ccc2c(c1)OCCO2	0	9	-2	-11	2	-12	7	i	1	1.2
Cc1ccccc1-c1nc(CN2CCCC2c2ccc(F)cc2)c(C)o1 (stereo not drawn)	-15	4	-1	-4	-2	2	12	i	0	2.0
Cc1nnc(N2CCOCC2)c2nn(-c3ccccc3)c(C)c12	-8	-2	-9	-3	-2	1	-3	i	3	0.0
O=C(Nc1ccc2c(c1)OCCO2)NC12CC3CC(CC(C3)C1)C2	12	-2	6	-4	10	-4	-27	i	-1	0.0
COC(=O)C(Cc1ccc(O)cc1)NC(=O)CCNC(=O)c1ccco1 (stereo not drawn)	2	-9	0	-1	-1	1	10	i	-2	0.0
Cc1ccc(C2=NN(S(=O)(=O)c3ccccc3)C(c3ccco3)C2)cc1 (stereo not drawn)	9	-4	2	-9	1	-7	-7	i	0	1.1

Some entries already given, limited to SUMO1-SIM PPI and Scp1 inh:
SMILES | SUMO1-SIM PPI | Scp1 inh
Cc1ccccc1-c1nc(CN2CCCC2c2ccc(F)cc2)c(C)o1 (stereo not drawn) | 0 | -4
Cc1nnc(N2CCOCC2)c2nn(-c3ccccc3)c(C)c12 | 3 | -3
Cc1cc(C(=O)CN2C(=O)C(=O)N(Cc3ccccc3)C2=O)c(C)n1-c1ccc2c(c1)OCCO2 | 1 | -11
Brc1ccc(CNc2ccc3ncccc3c2)cc1 | -8 | -4
O=C(Nc1nc2ccsc2c(=O)s1)c1ccc(Cl)cc1 | -31 | 103*

(cont.)
mol	NRP1-CendR mod	NadD block	MT1-MMP act inh	Scp1 inh	STEP inh	DNMT1 inh	SKN-1 block	Rpn11 block	SUMO1-SIM PPI	LMPTP inh
Cc1ccc(CN2[C@@H](c3ccccc3)COCCS2(=O)=O)cc1	-11	-11	2	-8	4	-2	-11	i	3	0.0
COCCNC(=S)N=Nc1c(O)[nH]c2c(C)cc(C)cc12	13	5	6	-5	0	8	7	i	-4	-0.2
COc1cccc(COC(=O)CCNC(=O)c2ccc(Br)cc2)c1OC	5	-7	-1	-1	1	1	-11	i	6	1.1
CCOC(=O)c1sc(NC(=O)c2sccc2C)cc1C	-9	1	-5	-30	19	-7	3	i	-1	2.6
c1ccc2c(C3CCO3)cccc2c1 (stereo not drawn)	4	2	0	0	0	-9	10	i	0	0.0
COc1ccc(NS(=O)(=O)c2cccc(C(=O)NN=Cc3ccc(OC)c(O)c3)c2)cc1	2	3	5	0	-3	-10	13	i	-4	-0.4
COc1ccccc1C(=O)NC1CC2CCCC(C1)N2Cc1ccccc1 (stereo not drawn)	-7	-3	2	.	2	-3	0	i	-1	-1.9
CC(NC(=O)c1ccc(N(C)C)c([N+](=O)[O-])c1)c1ccc(-n2ccnc2)cc1 (stereo not drawn)	10	3	7	-1	0	-1	-8	i	-33	-5.1
Cn1c(SCC(=O)N2c3ccccc3Sc3ccc(Cl)cc32)nnc1-c1ccco1	-3	11	-2	15	2	2	4	i	3	1.9
Cc1nn2c3ccccc3n(C)c2nc1=O	20	-12	3	-4	-3	-2	-9	i	-8	-3.6
O=C(NCCN1CCOCC1)c1c(Cl)cccc1Cl	-3	10	3	0	0	0	0	i	1	1.2
COCC(C)NC(=S)NC(=O)c1cc(S(=O)(=O)N2CCOCC2)ccc1C (stereo not drawn)	10	-4	1	1	-4	3	-3	i	1	-1.2
CC(C)=CCN1CCN(Cc2cccn2-c2nccs2)CC1CCO (stereo not drawn)	-6	-2	-3	-8	-1	2	3	i	6	-0.9
Cc1ccc2c(c1)N(Cc1ccc3c(c1)OCO3)C(=O)C(C)O2 (stereo not drawn)	10	-5	-5	-6	0	2	8	i	-4	1.8
CCc1ccccc1NC(=O)C1CCN(C(=O)c2ccc([N+](=O)[O-])cc2)CC1	-2	4	5	-1	-1	0	0	i	-13	-1.7
COc1cc(OC)cc(C(=O)OCC(=O)NCc2ccco2)c1	-13	-3	1	39	0	16	-8	i	7	1.1
CC1CCN(C(=O)c2ccccc2NC(=O)Nc2ccccc2)CC1	-4	-5	0	-5	-2	1	4	i	1	0.5
COC(=O)c1ccccc1NC(=O)COC(=O)/C=C/c1ccco1	0	2	2	34	3	15	9	i	0	0.7
CC(C)Cc1cc(CN2CCCC(CO)(Cc3cccc(Cl)c3)C2)[nH]n1 (stereo not drawn)	3	-2	-2	-1	0	-4	1	i	-3	0.2
Cc1[nH]c2ccccc2c1C(=O)CSc1ccc(F)cc1	14	-9	-2	-5	1	-8	14	i	0	2.5
O=C(Nc1ccccc1)C1Cc2c(-c3ccco3)ccnc2O1 (stereo not drawn)	-18	1	-7	.	-1	2	-2	i	-1	1.7
Cc1cccc(C(=O)C2CCN(S(=O)(=O)c3ccc(C(=O)O)cc3)CC2)c1	15	-2	-3	-12	-2	0	16	i	1	-0.2
COc1ccc(Cl)cc1N(C(=O)c1ccco1)C(C(=O)NC1CCCC1)c1ccncc1 (stereo not drawn)	-3	1	-2	-10	2	2	9	i	1	2.5
Cc1ccc(S(=O)(=O)N(C)C)cc1NC(=O)CN1C(=O)NC(Cc2c[nH]c3ccccc23)C1=O (stereo not drawn)	14	-2	3	-11	0	-1	0	i	-4	-1.0
Cc1nc(N)sc1-c1csc(Nc2cccc(O)c2)n1	-48	10	-8	-6	-4	-34	13	i	17	1.0
Cc1ccc(-c2nnc(SCC(=O)N3CCCc4ccccc43)n2N)cc1	-22	3	-1	-1	0	3	-13	i	3	0.0
O=C(COC(=O)c1ccc(F)cc1)NCCc1ccc(F)cc1	11	0	-6	-5	0	0	7	i	-4	-0.8
O=C(COC(=O)c1c[nH]c2ccccc12)Nc1ccc([N+](=O)[O-])cc1	8	-9	-3	-10	-2	-11	7	i	-21	0.5
CCOC(=O)c1c(NC(=O)c2cccc([N+](=O)[O-])c2C(=O)O)sc2c1CCCC2	-6	7	6	-9	-4	2	-5	i	-11	-1.6
CC1CCCC(C)N1C(=O)Nc1cccc(Cl)c1 (stereo not drawn)	-10	5	2	-2	-4	-2	10	i	3	-1.2
CCOC(=O)CCCCCC(=O)Nc1ccc2c(c1)CC(=O)N([C@@H](C)CO)C[C@H](C)[C@@H](CN(C)C(=O)Nc1ccc3c(c1)OCO3)O2	3	4	0	7	-3	7	11	i	5	-0.9
CC1CC(C)CN(C(=O)C2CCCN(c3ncnc4c3nc3n4CCCCC3)C2)C1 (stereo not drawn)	7	-2	6	-6	-1	0	-2	i	9	-0.1
COc1ccc(NC(=O)C2C3C=CC4(O3)C2C(=O)N(CCN2CCCCC2)C4C(=O)NC2CCCCC2)cc1 (stereo not drawn)	5	-9	4	-3	0	0	-7	i	0	-0.3
CCOc1ccc(NC(=O)c2cccnc2Cl)c([N+](=O)[O-])c1	5	4	-2	-8	-2	3	7	i	-25	-2.2
COc1ccc(S(=O)(=O)N(C)C)cc1NCC(=O)Nc1ccc(Br)cc1F	-7	-7	9	3	0	-13	4	i	1	0.2
COC(=O)c1ccc(CNc2ccc(C(C)=O)cc2)cc1	13	-5	5	.	-2	-4	12	i	6	1.0
CCc1nc2c(OCc3ccc(Cl)cc3Cl)cccn2c1N(C)C(C)=O	8	4	-1	.	2	6	8	i	27	-1.4
Cc1ccc(C(c2nnnn2CC2CCCO2)N2CCN(C)CC2)cc1 (stereo not drawn)	-5	-1	-2	-1	0	-1	-1	i	1	-0.9
O=C(NCc1ccccc1CN1CCCC1)c1ccc(OCc2cscn2)cc1	9	0	-1	-10	-4	2	-11	i	-2	-0.4
COc1ccc(N(CC(=O)NCc2ccco2)S(=O)(=O)c2ccc(C)cc2)cc1	0	3	-1	5	2	8	-2	i	3	1.1
COc1ccccc1-c1cc(-c2ccccc2)nc(=O)[nH]1	0	0	-4	-6	1	1	5	i	-10	-1.0
O=C(NCc1ccc(-c2csnn2)cc1)c1cc(Cl)cc(Cl)c1	-2	-2	1	-6	-2	-3	4	i	2	0.3
Nc1ccc2nc(SCC(=O)N3CCN(c4ccccc4)CC3)sc2c1	-4	5	2	11	2	-7	-2	i	0	3.9
Clc1cccc(CN2CCSCC2)c1Cl	2	0	-1	-5	0	-1	28	i	3	-0.8
CC(=O)NS(=O)(=O)c1ccc(N2C(=O)c3ccccc3C2=O)cc1	6	-7	-2	-12	-4	-5	12	i	-9	-1.4
C/C(=N\NC(=O)c1ccc(CSc2cccc3cccnc23)cc1)C1CCCCC1	-3	5	1	-1	-1	25	2	i	-6	-0.7
Nc1c(C(=O)CSc2ccccn2)c(=O)[nH]c(=O)n1C1CC1	1	4	0	-7	-4	-3	3	i	2	-2.1
N/C(=N\OC(=O)C1CC1)c1ccc([N+](=O)[O-])s1	2	-5	4	-7	0	0	-9	i	-30	0.5
CC(=O)Nc1ccc(N2CCCCC2)cc1	-1	2	8	4	-1	-1	8	i	-2	-2.7
CCCCc1[nH]nc2c1C1(C(=O)N(CC)c3ccccc31)C(C#N)=C(N)O2 (stereo not drawn)	9	-7	0	-5	0	-2	-25	i	-1	-0.8

Quoted from the listing.
Result for `Nc1c(C(=O)CSc2ccccn2)c(=O)[nH]c(=O)n1C1CC1` under LMPTP inh: -2.1
Result for `O=C(NCc1ccccc1CN1CCCC1)c1ccc(OCc2cscn2)cc1` under NRP1-CendR mod: 9
